Screens: PubChem BioAssay, Sanford-Burnham Center for Chemical Genomics
A3G deaminase: inhibitors of human APOBEC3G DNA deaminase. Q9HC16. recombinant A3G, ssDNA deamination FAM/TAMRA fluorescence. inhibition, % at 20 µM. actives 0.28% (n = 330,000). AID 493012;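 active = inhibition of at least 40% at 20 µM, with no more than 30% in the related APOBEC3A deaminase screen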;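 note: plate controls were DMSO wells with A3G for no effect and wells lacking A3G enzyme for full effect; some compounds called inactive have numbers as strong as hits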
Target sequence (Q9HC16 whole entry, looked up): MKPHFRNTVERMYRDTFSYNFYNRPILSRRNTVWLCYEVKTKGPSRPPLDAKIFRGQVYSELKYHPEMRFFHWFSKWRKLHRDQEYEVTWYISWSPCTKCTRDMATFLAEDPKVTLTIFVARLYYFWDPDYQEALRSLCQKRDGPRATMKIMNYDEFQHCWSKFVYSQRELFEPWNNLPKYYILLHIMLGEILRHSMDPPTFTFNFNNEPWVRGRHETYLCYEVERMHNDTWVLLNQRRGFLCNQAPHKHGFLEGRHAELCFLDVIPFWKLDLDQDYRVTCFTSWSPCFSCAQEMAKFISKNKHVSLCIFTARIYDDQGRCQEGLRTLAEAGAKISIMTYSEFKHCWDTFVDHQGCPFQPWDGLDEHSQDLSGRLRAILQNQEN
NR3A LBD binder: modulators (binders) of human NR3A ligand-binding domain; actives 2.5% (n = 340,000); Tm shift relative to glycine control, % at 25 µM; NR3A LBD differential scanning fluorimetry, Tm shift; 0% = protein alone, 100% = glycine-bound protein;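 active = melting temperature shift of at least 10% of the positive control shift, at one fixed dose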
EBI2 antag: EBI2 (human) antagonism | AID 651636 | actives 0.81% (n = 360,000) | inhibition, % at 5 µM | EBI2 beta-arrestin recruitment, luminescence, 7a,25-OHC stimulated; in the data active = inhibition above about 38%;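 note: enzyme fragment complementation signal reports receptor beta-arrestin coupling in cells; 0% = agonist plus DMSO wells and 100% = wells without agonist; some results beyond the cut were filed as inactive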
A3A deaminase: human APOBEC3A DNA deaminase inhibition; P31941; AID 493011; inhibition, % at 20 µM; actives 0.41% (n = 330,000); recombinant A3A, FAM/TAMRA ssDNA deamination fluorescence;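 active = at least 40% inhibition at 20 µM here, with at most 30% in a related deaminase screen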;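 note: plate controls were A3A with DMSO for no effect and wells lacking A3A enzyme for full effect; some results filed as inactive read as strong as hits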
Target sequence (P31941 whole entry, looked up): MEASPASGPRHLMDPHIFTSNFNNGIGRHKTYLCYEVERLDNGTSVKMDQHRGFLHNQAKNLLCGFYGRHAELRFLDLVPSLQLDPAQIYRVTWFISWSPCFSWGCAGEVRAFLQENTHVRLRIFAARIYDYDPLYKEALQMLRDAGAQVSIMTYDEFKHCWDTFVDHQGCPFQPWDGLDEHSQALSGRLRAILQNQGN
MPTP inh: permeability transition pore inhibition; actives 1.4% (n = 360,000); isolated mouse mitochondria, Ca2+ swelling absorbance, 30 min; AID 602449; inhibition, % at 10 µM;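 active = inhibition of 50% or more, scaled per plate between neutral and stimulator controls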;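 note: 0% = DMSO wells given calcium and 100% = 1 mM EGTA wells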
CCR6 antagonist: blocks CCL20-driven beta-arrestin recruitment at human CCR6; P51684; CHO-K1 CCR6 PathHunter beta-arrestin, luminescence, CCL20-stimulated; inhibition, % at 20 µM; actives 0.49% (n = 340,000); AID 493098;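 active = compounds whose inhibition of the agonist-driven luminescence signal at 20 µM reaches about 50%, limit read from the data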;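 note: cells stimulated with CCL20 at 14 nM final; plate controls were DMSO with CCL20 for no effect and DMSO without agonist for full effect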
Gli-Sufu block: Gli-Sufu pathway antagonism. Sufu-KO-LIGHT fibroblasts, Gli luciferase reporter luminescence. inhibition, % at 5 µM. actives 0.74% (n = 340,000);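 active = inhibition above about 55%, limit read from the data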;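 note: 0% = DMSO-treated cells and 100% = wells with medium but no cells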
CXCR6 inh: inhibitors of human CXCR6 receptor; CHO-K1 PathHunter CXCR6 beta-arrestin, luminescence; inhibition, % at 20 µM; actives 0.36% (n = 360,000); AID 602244; in the data active = inhibition above about 34%, passing the limit was not always enough;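 note: antagonist mode with CXCL16 agonist at 10 nM final; 0% = 10 nM CXCL16 with DMSO and 100% = unstimulated wells without agonist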
Target sequence (O00574 whole entry, looked up): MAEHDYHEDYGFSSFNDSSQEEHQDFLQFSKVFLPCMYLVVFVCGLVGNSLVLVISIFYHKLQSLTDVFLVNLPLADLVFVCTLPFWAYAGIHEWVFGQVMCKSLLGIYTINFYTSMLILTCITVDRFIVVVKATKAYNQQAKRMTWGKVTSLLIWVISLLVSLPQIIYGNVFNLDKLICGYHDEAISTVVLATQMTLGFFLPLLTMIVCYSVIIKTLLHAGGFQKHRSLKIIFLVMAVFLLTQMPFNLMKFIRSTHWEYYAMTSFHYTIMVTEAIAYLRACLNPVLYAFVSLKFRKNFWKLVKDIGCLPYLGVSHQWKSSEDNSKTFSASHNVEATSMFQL
Active calls of the source: *; nt = no result given.

SMILES	A3G deaminase	NR3A LBD binder	EBI2 antag	A3A deaminase	MPTP inh	CCR6 antagonist	Gli-Sufu block	CXCR6 inh
CC(=O)Oc1ccc(C(=O)Nc2ccccc2C(=O)NCC(C)C)cc1	-7	-3	-11	-4	0.8	11	7	7
O=C(c1ccc(NC(=S)NCc2ccco2)cc1)N1CCOCC1	-6	-1	-10	-2	-2.1	-8	-39	-8
COc1cc(C(=O)N2CCC(NC(=O)C(Cc3ccc(C)cc3)NC(C)=O)CC2)cc(OC)c1OC (centres undefined)	-3	0	-7	1	-2.5	-3	1	6
CCn1c(=O)cc(SCC(=O)N2CCN(c3ccccn3)CC2)c2ccccc21	nt	-2	-14	nt	-1.1	11	27	-4
COc1ccc(NC(=O)CN(C)C(=O)C2CCCO2)cc1 (centres undefined)	-5	2	-3	-2	-0.3	8	3	7
Cc1ccc2c(c1)C1(OCCCO1)C(=O)N2	-6	-7	0	-8	-0.5	7	-7	9
CCCCn1c(N)c(N(CC(C)C)C(=O)C2CCN(S(=O)(=O)c3ccc(C)cc3)CC2)c(=O)[nH]c1=O	-4	-2	-7	10	0.7	-6	-5	-1
CCOC(=O)N1CCC(=NNC(=O)c2cc3ccccc3cc2O)CC1	-6	-6	-9	1	1.3	-6	-3	-10
CCCCNC(=O)c1ccc(CS(=O)(=O)c2ccccc2OC)o1	-8	0	-1	-2	0.2	12	7	0
COc1cc(-c2nc3ccccn3c2/N=C/c2ccc(F)cc2)ccc1O	-8	0	8	-4	-1.7	9	15	4
CC(C)(C)OC(=O)[C@H](Cc1ccccc1)NC(=O)c1nc[nH]c1C(=O)N1CCN(C(=O)OC(C)(C)C)CC1	0	1	-34	1	-0.6	7	7	-4
CCc1ccc(N=C2NC(=O)/C(=C/c3cc(OC)c(OC)c(OC)c3)S2)cc1	-5	-7	18	0	0.9	11	43	2
COc1ccccc1CNC(=O)c1cn(C)c2ccc(S(=O)(=O)N3CCCC3)cc2c1=O	-18	-1	2	-7	-0.3	13	-4	5
COc1ccc(/C=C(\NC(=O)c2ccccc2)C(=O)NCCN2CCOCC2)cc1OC	-1	-2	-7	1	2.7	0	-7	0
CCC(=O)c1ccc(Oc2ccc(C(=O)c3ccc(C)cc3)cc2[N+](=O)[O-])cc1	-4	-1	28	0	1.5	8	-1	-5
CC(=O)CSc1nnc(Cc2ccc([N+](=O)[O-])cc2)o1	0	-5	-19	1	1.7	-3	7	-2
Cc1cc(C)cc(NC(=O)CSc2cc(C(=O)c3nccn3C)c3ccccc3n2)c1	2	0	-2	0	4.9	-11	13	-14
CCOc1cc(CNCCO)cc(Br)c1OCc1ccccc1Cl	-7	-3	2	-3	82*	12	13	-10
CCCCn1c(N)c(N(CC(C)C)C(=O)CSc2nnc(C)n2-c2ccc(OC)cc2)c(=O)[nH]c1=O	-13	5	-5	0	1.0	0	-7	3
CSc1nc(=S)n(Cc2ccccc2)c(C)c1C(C)=O	-5	-6	-5	-3	-6.7	9	-1	4
Cc1ccccc1C(=O)NC1CCN(C(=O)N2CCOCC2)CC1	-1	1	-7	5	2.3	-1	-8	-5
Cc1ccc(NC(=O)C2CC(=O)NC(Nc3cccc(C)c3)=N2)cc1 (centres undefined)	-5	-2	3	-2	-1.6	-12	-2	2
Cc1ccc(NC(=O)c2c(C(F)(F)F)nn(C)c2SCc2ccc(Cl)cc2)cc1C	-4	-12	28	-2	36	16	-14	2
CCc1noc(C)c1C(=O)N1CCCC(C(=O)c2cc(F)ccc2OC)C1 (centres undefined)	-2	-3	-2	8	2.5	2	10	3
COC(=O)c1ccc(S(=O)(=O)N2CCC(O)CC2)n1C	-6	0	5	0	0.3	-6	4	4
O=C(Nc1nc2c(s1)CCCC2)c1cccs1	-1	3	-5	0	12	-2	-84	0
CCC(CC)C(=O)Nc1cccc(C(=O)NC(C)(C)C)c1	-9	0	4	0	0.2	-4	0	7
COc1cc(OC)c(OC)cc1CCC(C)NCCC(c1ccccc1)c1ccccc1 (centres undefined)	-9	8	5	-5	2.7	-3	2	-4
CC(C)(C)NC(=O)CN(C(=O)CS(=O)CC(=O)Nc1ccc(F)cc1)c1ccccc1 (centres undefined)	-4	0	3	7	-2.0	-3	-6	6
COc1ccc(S(=O)(=O)CCC(=O)N2CCN(c3cccc(Cl)c3)CC2)cc1	1	1	10	7	-0.4	19	16	0
O=C(Nc1ccncc1)c1ccc(Cl)c(S(=O)(=O)N2CCc3ccccc32)c1	-9	nt	3	2	58*	8	1	-9
CC(=O)c1cnc(Nc2nc(C)c3ccc(C)cc3n2)nc1C	2	0	-2	1	-0.7	-6	-1	-2
OCCC1CN(Cc2cccs2)CCN1Cc1ccccc1 (centres undefined)	6	-1	-9	0	0.4	-5	9	-12
CC(=O)n1c(=O)oc2ccccc21	-1	-1	-9	3	1.3	0	8	-5
COC(=O)C1=C(C)NC(=O)NC1c1cc(Cl)ccc1OC (centres undefined)	-7	-3	0	-5	0.2	5	3	0
O=c1[nH]c2ccccc2c(O)c1Cc1ccccc1	-6	2	5	-3	-2.3	17	2	8
O=C1C=C(N2CCOCC2)C2(CCCCC2)O1	-7	0	3	-2	-1.6	-1	4	3
CCn1c(SCC(=O)N2CCCC2)nnc1-c1ccco1	-7	2	-9	-1	-1.1	10	35	6
COc1cc(S(=O)(=O)NC(C)C)ccc1Cl	3	2	-8	5	-0.9	4	-1	-6
CS(=O)(=O)Nc1cccc(-c2cnc3ccccc3n2)c1	-10	-3	3	-3	0.6	13	-22	1

Next part, starting with the last 3 of the part before.
SMILES	A3G deaminase	NR3A LBD binder	EBI2 antag	A3A deaminase	MPTP inh	CCR6 antagonist	Gli-Sufu block	CXCR6 inh
CCn1c(SCC(=O)N2CCCC2)nnc1-c1ccco1	-7	2	-9	-1	-1.1	10	35	6
COc1cc(S(=O)(=O)NC(C)C)ccc1Cl	3	2	-8	5	-0.9	4	-1	-6
CS(=O)(=O)Nc1cccc(-c2cnc3ccccc3n2)c1	-10	-3	3	-3	0.6	13	-22	1
Cc1ccc(-c2csc3ncnc(N4CCc5ccccc5C4)c23)cc1	-4	-13	31	1	4.0	26	8	11
C#CCOCCOCCOCCNc1nc(N2CCOCC2)nc(N2CCN(C(=O)[C@H]([C@@H](C)CC)n3cc([C@@H](N)CO)nn3)CC2)n1	-8	2	-6	-3	-0.3	0	19	1
CCN(CC(=O)Nc1ccc(OC)cc1)C(=O)c1ccc(OCc2c(C)noc2C)cc1	nt	-1	0	nt	-1.7	16	-3	-1
CC(=O)c1ccc2c(c1)Cc1cc(C(C)=O)ccc1-2	3	-1	1	8	-1.6	-2	-30	0
CCOC(=O)c1cc(C)sc1NC(=O)CSc1nnnn1C	-7	2	-2	-5	1.3	9	-1	1
Cc1cc(C(=O)N/N=C/c2ccc(-c3ccccc3Cl)o2)n[nH]1	-3	2	2	2	0.4	-11	-24	-17
Cc1ccc(Oc2nc(-c3ccccc3)ncc2S(=O)(=O)c2ccc(C)cc2)cc1	13	11*	7	3	4.3	16	-5	7
Cc1cc(NCCCn2ccnc2)n2nc(-c3ccc(F)cc3)cc2n1	-3	-1	5	-1	0.7	7	-14	3
CC1CN(S(=O)(=O)c2cccc(C(=O)OC(C)C(=O)NC3CCCCC3C)c2)CC(C)O1 (centres undefined)	3	-1	-7	8	-1.7	-1	0	2
CN(Cc1ccccc1)C(=O)CCn1c(=O)c2cccn2c2cccnc21	-3	0	-3	-4	-1.2	7	-17	-1
CCCN1C2=NS(=O)(=O)CCN2c2ccccc21	-8	-4	1	-3	2.3	-2	20	0
Cc1cccc(NC(=O)CN2C(=O)/C(=C3\SC(=S)N(CC4CCCO4)C3=O)c3ccccc32)c1 (centres undefined)	-2	-2	-5	-3	1.1	8	2	5
O=C(O)C(O)C(O)c1nc2ccccc2[nH]1 (centres undefined)	-3	1	-27	-1	-1.4	-3	-4	3
Cc1ccc(CNC(=O)CN(c2cccc([N+](=O)[O-])c2)S(C)(=O)=O)cc1	-9	1	-6	-1	-3.0	4	0	0
Cc1ccc(N2CCN(C(=O)c3ccccc3NC(=O)/C=C\C(=O)O)CC2)cc1	1	0	-2	-6	-0.4	10	16	-3
COC(=O)CCC/C=C1\SC[C@@H](NC(=O)c2ccccc2)C1NC(C)=O (some centres undefined)	-4	0	-7	-2	-0.3	3	-2	8
Cn1c(/C=C/c2ccc(Cl)cc2)c([N+](=O)[O-])c(=O)n(C)c1=O	1	0	9	2	-0.3	19	0	7
Cc1cc2ccccc2c(=O)[nH]1	-4	-1	-10	-1	1.6	0	-5	8
Cc1csc(SCC(=O)NCc2cccs2)n1	0	-1	-12	7	-0.4	-7	5	-5
CCOC(=O)C(=O)NCC(c1cccs1)S(=O)(=O)c1ccc(Cl)cc1 (centres undefined)	-2	-1	3	1	0.7	8	55	2
COc1ccc(C(C(=O)NC2CCCC2)N(C(=O)c2ccoc2C)c2ccc(C)cc2)cc1 (centres undefined)	-3	-1	18	-1	0.0	2	-15	15
CCOc1ccc2nc(/N=C/c3c(C)[nH]n(-c4ccccc4)c3=O)sc2c1	-2	1	-7	4	23	35	-45	0
CCOc1cc(/C=C2\N=C(SC(C)C(N)=O)N(c3ccc(OC(F)F)cc3)C2=O)ccc1O (centres undefined)	-62	-13	22	-36	1.3	28	-3	20
COc1ccc(NS(=O)(=O)c2cc(NC(=O)c3ccc(=O)[nH]n3)ccc2C)cc1	-9	-5	5	-2	-1.2	4	-3	3
Cc1ccc(C2C3=C(CCCC3=O)N=C3c4ccccc4C(=O)C32)cc1 (centres undefined)	-4	-9	3	-5	11	48	8	19
O=C(NCCCN1CCCC1=O)c1cccc(N2CCCC2=O)c1	-9	4	0	-9	-1.0	11	-5	-2
N#Cc1cnc(SCC(=O)c2ccccc2)nc1N	-4	3	-12	1	-0.8	-5	1	-5
Cc1ccc(CCNS(=O)(=O)c2ccc3c(c2)NC(=O)CCS3)cc1	-5	1	-2	-4	-0.9	7	5	-4
NNC(=O)c1cc(C23CC4CC(CC(C4)C2)C3)nc2ccccc12	-2	2	12	-1	0.5	24	-4	-4
Cc1ccc(/C(O)=C2\C(=O)C(=O)N(Cc3cccnc3)C2c2ccccc2[N+](=O)[O-])cc1 (centres undefined)	-11	-1	-5	-5	3.8	-1	-28	1
CC(=O)Nc1ccc(C(=O)N/N=C/c2ccc(F)cc2)cc1	-5	-28	3	-7	-2.7	6	-13	2
O=C(NCCCCNC(=O)c1ccccc1Cl)c1ccccc1Cl	-9	-1	1	-5	1.9	8	4	-4
CN(C(=O)CC1C(=O)NCCN1Cc1ccoc1)C1CCOCC1 (centres undefined)	-5	-1	-8	-2	1.0	-2	-5	-4
CC(Sc1nncs1)C(=O)NCc1ccc2c(c1)OCO2 (centres undefined)	-4	-5	-2	1	-0.1	6	-4	-7
COc1ccc(-c2oc3ccc(N4CCOCC4)cc3c2/C=C/c2ccc(OC)c(OC)c2)cc1	-6	-2	37	-2	2.0	13	14	7
Cc1cc(Nc2ccccc2)n(-c2cccc(Cl)c2)n1	-7	2	-4	-6	4.4	5	4	-3
O=C(CNC1CCCCC1)NCC1(c2ccccc2)CCCC1	15	-1	-1	56*	-0.9	2	36	-1
COCCCNc1nnc(Cc2ccc(Cl)cc2)c(=O)[nH]1	-8	-3	-12	-5	-0.3	-2	-14	-6
CN(C1CCCCC1)S(=O)(=O)c1ccc(NC(=O)C2CCCCC2)cc1	1	-8	13	0	-0.1	-6	-4	11
N#CC1=C(S)N(c2ccc(F)cc2)C(c2cccs2)NC1=O (centres undefined)	nt	6	5	nt	-1.1	4	8	2
COc1ccc(/C=C/C(=O)c2ccc[nH]2)c(OC)c1OC	-3	2	-2	-1	0.6	-12	-17	-5
